GALK inhibitor: qHTS Assay for Inhibitors of Human Galactokinase (GALK); Purified GALK, Kinase-Glo residual ATP luminescence; AID 1868, 2009; 270,000 compounds, 0.007% hits; Potency, µM (top dose mostly 57.5 µM), without a hit: at the top dose activity change, negative = inhibition, hits mostly inhibitors; note: potency is the fitted concentration of half-maximal effect; % is set by controls: 0 for no effect and ±100 for the full control effect
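The enzyme phosphorylates galactose (100 uM) using ATP (35 uM); inhibition is detected as higher residual ATP, quantified by bioluminescence after 1 h reaction at room temperature, pH 8.0.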
Tb PFK block: qHTS Assay to Find Inhibitors of T. brucei phosphofructokinase; AID 485367, 2010; ATP-dependent 6-phosphofructokinase (Trypanosoma brucei brucei), O15648; T. brucei PFK, ADP-Glo luminescence; Potency, µM (highest dose often 57.5 µM), without a hit: at the top dose activity, negative = inhibition, actives largely listed as inhibitors; 330,000 compounds, 0.17% hits;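 note: potency is the fitted concentration of half-maximal effect; 0% = uninhibited 1x PFK enzyme wells and -100% = no-enzyme wells; nearly all actives have a fitted effect of over 60% in size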
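Activity is normalized to no-enzyme wells (full inhibition) and 1.25 nM enzyme wells (no inhibition). Reaction: 0.5 mM F6P, 0.1 mM ATP, 45 min RT, ADP-Glo luminescence; concentration-response curves fitted and classed by quality.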
MLL CXXC-DNA inh: qHTS Fluorescence Polarization Assay for Inhibitors of MLL CXXC domain - DNA interaction; AID 2662, 2010; 290,000 compounds, 0.037% hits; Histone-lysine N-methyltransferase 2A (Homo sapiens), Q03164; MLL-CXXC / FITC-HOXA9 DNA fluorescence polarization; Potency, µM (titrated, usually from 115 µM), without a hit: at the top dose activity change, negative = inhibition, most hits filed as inhibitors; active = well fitted inhibition curve with a large enough effect in the polarisation, with a control signal flat, not every such curve was filed as active; inconclusive = small, poorly fitted or top-dose-only effect, or effect the other way, or a change in a side signal; inactive = no such curve, though single readings can be large or run the other way; the % refers to the polarisation; note: potency is the fitted concentration of half-maximal effect
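Steps: dispense CXXC domain solution (7 uM) → pin compounds or unlabeled HOX-A9 DNA control → 5 min ambient → add FLSN-HOX-A9 solution (50 nM) → spin → 30 min ambient → fluorescence polarization. Tris pH 7.5/NaCl/DTT/BSA buffer.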
TCR activator: Activators of T cell receptors: qHTS campaign. primary human leukocytes, anti-CD3, IL-2 HTRF, 48 h. Potency, µM (top dose mostly 9.22 µM), inactives show at the highest dose activation of IL-2 secretion, hits mostly activators. 330,000 tested, under 10 active; note: % of control where 0% means no effect
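Human primary leukocytes + a-CD3 beads + cpd, 48 hr; IL-2 in supernatant by HTRF (ex 320nm / em 665nm). No co-stimulatory signal supplied.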
Giardia killer: Small Molecules that selectively kill Giardia lamblia: qHTS; Giardia lamblia trophozoite viability; activity change, % at 7.66 µM, hits read low; 340,000 compounds, 0.15% hits; in the data active = activity change below about -80%; inconclusive = between about -30% and that limit;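 note: parasites exposed to compound for two days anaerobically before the ATP read; % is set by controls: 0 for no effect and ±100 for the full control effect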
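Viability, read as ATP luminescence: trophozoites at 100 cells/well, compound added, 48 hrs anaerobic at 37 deg C, then 15-30 min room-temperature development before reading.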
KCNH2 WT inh: qHTS for Inhibitors of KCHN2 3.1: Wildtype qHTS; activity change, % at 1.84 µM; U2OS, BacMam KCNH2, thallium flux FluxOr; hits give low values; AID 720551, 2013; 340,000 compounds, 0.37% hits;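 active = maximum activity change below -70%; inconclusive = maximum activity change between -70% and -50%; inactive = maximum activity change above -50%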; note: % is set by controls: 0 for no effect and ±100 for the full control effect
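U2OS cells transduced with wild-type KCNH2 virus are loaded with FluxOr dye for 45 min, and thallium flux is measured in kinetic reads before and after stimulation buffer. Rate constants are normalized to DMSO controls.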
FBPA coupling cs: qHTS Assay for Inhibitors of Fructose-1,6-bisphosphate Aldolase from Giardia Lamblia: Coupling assay counterscreen; coupling enzyme system counterscreen, AmpLite Red fluorescence; activity change, negative = inhibition, % at 58.2 µM, hits read low; 290,000 compounds, 0.67% hits; in the data active = activity change below about -30%; note: % is set by controls: 0 for no effect and ±100 for the full control effect
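Coupling enzymes only (glyceraldehyde-3-phosphate) + compound, at 57.5 uM final, 10 min RT; add substrate/coupling/AmpLite Red mix, 20 min RT; fluorescence ex 525/em 598 nm. Actives flag coupling-system interference.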
Chronic BCR inh: qHTS Assay to Find Inhibitors of Chronic Active B-Cell Receptor Signaling; ABC-DLBCL IkBa-CBG/CBR reporter, luminescence ratio, 4 h; Potency, µM (highest dose often 46.1 µM), inactives show at the highest dose ratio change, negative = lower green/red ratio, hits mostly inhibitors; 340,000 compounds, 0.05% hits; active = well fitted inhibition curve with a large enough effect in the signal ratio, with a control signal flat, not every such curve was filed as active; inconclusive = small, poorly fitted or top-dose-only effect, or effect the other way, or a change in a side signal; the % refers to the signal ratio;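 note: potency is the fitted concentration of half-maximal effect; plate controls were basal doxycycline-induced cells for no effect and cells given 10 µM MG132 for full effect; MG132 reads +100%, hits lower the ratio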
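TMD8 human ABC-DLBCL cells with doxycycline-inducible IκBα–green luciferase fusion and unfused red luciferase, in 0.5% FBS medium; compounds up to 46 uM, 4 h at 37C. Green/red luminescence ratio, filter-overlap corrected, fitted to concentration-response curves.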
AT treatment: qHTS Assay for Identifying a Potential Treatment of Ataxia-Telangiectasia | […] A-T fibroblasts, KAP-1 phosphorylation AlphaLISA; neocarzinostatin DNA damage 30 min before lysis | Potency, µM (series often up to 57.5 µM), inactives show at the top dose activation, most hits filed as activators | 320,000 compounds, 0.19% hits; note: potency is the fitted concentration of half-maximal effect; % of control where 0% means no effect; nearly all actives have a fitted effect of over 45% in size
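ATM-like activity read as KAP-1 phosphorylation via AlphaLISA donor/acceptor antibody pairs after lysis and 6 hr at 25C. Cells were ATM-null patient fibroblasts ([…], hTERT), dosed 60 min, then exposed to the DSB inducer NCS for 30 min.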
TSHR antag: Antagonists of the Thyroid Stimulating Hormone Receptor: HTS campaign; activity change, negative = inhibition, % at 11.5 µM; 330,000 compounds, 0.2% hits; AID 504810, 2011; Thyrotropin receptor (Homo sapiens), P16473; TSHR-expressing cells, TSH-stimulated cAMP HTRF, 2 h; hits give low values;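 active = activity change below a set negative limit, meaning inhibition stronger than a set level, cut at about -70% in these data; inconclusive = activity change between two set negative limits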; note: % is set by controls: 0 for no effect and ±100 for the full control effect
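Cell-based HTRF cAMP assay; TSHR cells + compound, TSH EC80 (4nM final), 2 h, 37 deg C. Lysis with anti-cAMP cryptate and cAMP-d2, 30 min RT, read 665/620 nm.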
* = called active by the depositor; ? = inconclusive; / = no result given; [ ] = another dose, or the depositor's remark. Unless noted, calls come from the whole dose curve; as a rule, active = well fitted curve in the direction sought with a large enough effect; inconclusive = small, poorly fitted or top-dose-only effect, or another doubt; inactive = no such curve, though single readings can be large; an effect the other way counts as inactive or inconclusive.

SMILES	GALK inhibitor	Tb PFK block	MLL CXXC-DNA inh	TCR activator	Giardia killer	KCNH2 WT inh	FBPA coupling cs	Chronic BCR inh	AT treatment	TSHR antag
CCOC(=O)Nc1ccc2c(c1)N(C(=O)CCN(CC)CC)c1ccccc1CC2	0%	-3%	4%	5%	28	12	0	?	1%	-2
CC(CNc1nc2ccccc2n2cnnc12)c1ccccc1 (stereo not given)	0%	0%	63%[activator]	-26%	42[activator]	-7	-4	3%	7%	-4
O=C(CN1CCCC1)Nc1ccc(Br)cc1[N+](=O)[O-]	1%	-2%	-9%	8%	10	3	2	?	-11%	5
Cc1c(C(C)(C(=O)O)c2c(C)n(C)c3ccccc23)c2ccccc2n1C	2%	0%	22%	/	/	/	6	?	9%	10
C=CCNC(=O)COCc1cc(-c2ccc3c(c2)OCO3)on1	/	0%	9%	1%	12	5	6	?	-2%	0
Cc1ccc(N/N=C(\C#N)C(=N)N2CCOCC2)cc1	1%	0%	5%	0%[46.1 µM]	11	-5	-1	-4%	-7%	-4
O=C(NN1CC(C(=O)OCc2ccc(Br)cc2)CC1=O)c1ccccc1 (stereo not given)	3%	-2%	4%	12%	-6	7	/	-8%	12%	0
CCSC(SCC)[C@H](O)[C@@H](O)[C@H](O)[C@H](O)CO	-2%	0%	10%	2%	6	-3	1	6%	10%	4
COc1cc(/C=C/c2ccc3c([N+](=O)[O-])cccc3n2)ccc1OCC(=O)O	-3%	?	-13%	-4%	5	-4	5	1%	-8%	-11
CC(=O)Nc1ccc(NC(=O)C(C)OC(=O)C23CC4CC(CC(Cl)(C4)C2)C3)cc1 (stereo not given)	/	4%	/	-12%[46.1 µM]	-9	2	/	0%	1%	3
CN1CCCC1=Nc1c2c(nc3ccccc13)N(C)CC2	2%	1%	10%	-2%[46.1 µM]	-17	-4	2	5%	9%	15
NC(=O)N/N=C/c1c(Sc2nnnn2-c2ccccc2)nc2ccccn2c1=O	3%	-9%	14%	6%	1	-9	9	2%	1%	9
Cc1ccc(NS(=O)(=O)c2ccc(-n3cccn3)cc2)cc1F	3%	0%	5%	0%	2	-12	/	-6%	5%	-6
O=C(CCS(=O)(=O)c1cc(Br)cc2c1N(C(=O)C1CC1)CC2)NCC1CCCO1 (stereo not given)	0%	-2%	6%	-8%	-20	0	-3	1%	14%	-1
Cc1ccc(C2C3=C(CC(C)(C)CC3=O)Nc3onc(C)c32)cc1 (stereo not given)	-1%	?	17%	1%	4	-4	3	?	1%	-2
COc1cc(C(C)=O)ccc1OCC(=O)N(CCC1=CCCCC1)c1c(N)n(Cc2ccccc2)c(=O)[nH]c1=O	/	0%	/	0%	-11	-2	/	-6%	1%	-7
COc1ccc(OC)c(C2c3c(oc4ccccc4c3=O)C(=O)N2CCCN(C)C)c1 (stereo not given)	0%	5%	11%	-10%	-9	-6	0	-1%	5%	10
O=C(/C=C\c1ccco1)Nc1cc([N+](=O)[O-])ccc1F	0%	0%	23%	6%[46.1 µM]	-29	1	1	?	0%	14
CCn1c(=O)cc(SCC(=O)Nc2ccc3c(c2)OCCO3)c2ccccc21	-1%	2%	13%	6%	5	9	9	?	/	14
O=C(Nc1nc(-c2nc3ccccc3s2)cs1)C1CC1	-2%	6%	-2%	2%	-23	-4	-13	-9%	1%	-12
Clc1ccc2noc(-c3ccccc3)c2c1	-1%	-3%	14%	-1%	-10	-8	3	17%	0%	6
O=S(=O)(Cc1ccccc1)N1CCN(Cc2ccc3c(c2)OCO3)CC1	-3%	/	-3%	-3%	-26	-4	-2	/	/	/
CC1CN(C(=O)/C=C/c2ccc([N+](=O)[O-])s2)CC(C)O1 (stereo not given)	5%	1%	11%	/	?	-2	-1	8%	-1%	-1
CC(C)C(NC(=O)COc1ccc2ccccc2c1)C(=O)N/N=C/C=C/c1ccccc1 (stereo not given)	-3%	2%	31%[activator]	2%	-2	-17	3	-8%	1%	5
Cc1ccc(S(=O)(=O)N2CCN(C(=O)CCCOc3ccc(Cl)cc3C)CC2)cc1	/	3%	/	-10%	-21	13	/	12%	2%	-8
CCOC(=O)c1cc(CN2CCOCC2)oc1-c1ccccc1	2%	1%	-6%	3%	9	-2	-7	1%	-4%	10
Cc1ccc(C(=O)NCCC2=CCCCC2)cc1S(=O)(=O)N1CCCCC1	/	8%	/	2%	10	-5	/	18%	4%	-24
CC(C)[C@H](NC(=O)c1ccco1)C(=O)OCC(=O)Nc1cccc(F)c1	15%	0%	5%	-1%	3	-1	2	0%	4%	-1
O=C(CN1C(=O)/C(=C/c2ccccc2F)Oc2ccccc21)N1CCN(c2ccccn2)CC1	0%	1%	5%	-3%[46.1 µM]	4	-7	5	0%	-13%	4
Cc1cc(C)c(C)c(S(=O)(=O)NCc2ccc(C(=O)NCC3CCCO3)cc2)c1C (stereo not given)	-4%	4%	-4%	-15%	17	-3	/	0%	4%	-13
Cc1cccc(C)c1NC(=O)NNC(=O)c1cc(C(C)(C)C)nn1Cc1ccccc1	2%	-6%	-2%	5%	16	2	1	?	0%	5
O=S(=O)(Nc1ccc(-c2nnc(SCc3ccc(Cl)cc3)o2)cc1)c1ccccc1	0%	-1%	5%	1%[46.1 µM]	-5	-9	4	?	-1%	-15
Cc1ccc(CC(=O)N2CCN(c3ccccn3)CC2)cc1	5%	-5%	18%	-7%	?	-7	1	19%	/	-1
Cc1ccc2nc(Cl)c3cc(C(=O)N(CCN(C)C)Cc4ccco4)sc3c2c1	-2%	-7%	-5%	-2%	13	45	-1	5%	-1%	-10
CCn1c(SCC(=O)NCC(=O)Nc2ccc(F)cc2)nnc1-c1cccs1	9%	-2%	-9%	3%	-3	0	2	0%	-1%	-1
O=C(Nc1nc2ccccc2[nH]1)c1cccc(F)c1	-1%	-4%	12%	0%	-25	0	-7	/	0%	18
Cc1ccc(-c2cc(C(=O)Nc3cc(C)on3)no2)cc1	-1%	9%	-3%	-5%	-3	2	-1	-10%	2%	-19
COc1cc(NC(=O)C2CCN(S(=O)(=O)c3ccc4c(c3)CC(C)N4C(C)=O)CC2)cc(OC)c1OC (stereo not given)	1%	5%	-2%	0%	-3	-14	/	-1%	-4%	-11
CCN(CC(=O)Nc1c(F)cccc1F)C(=O)/C=C/c1ccc(C)o1	/	-5%	/	3%	6	1	/	?	1%	4
Cc1ccc(C)c(S(=O)(=O)N2CCCCC2CCNC(=O)C(=O)NCCc2ccco2)c1 (stereo not given)	/	-1%	/	3%	-4	-5	/	11%	-1%	-21
NS(=O)(=O)c1ccc(NC(=S)NC(=O)C2CCCCC2)cc1	1%	2%	5%	-3%	9	-22	0	?	0%	0
CCOC(=O)C1(Cc2ccccc2C)CCCN(C(=O)c2ccc3nccnc3c2)C1 (stereo not given)	4%	-12%	?	-1%	-17	-12	1	2%	-3%	5
CCOC(=O)N1CCN(C(=O)c2cc3c(=O)n4ccccc4nc3s2)CC1	0%	-2%	3%	1%	3	-1	/	0%	10%	-12
Cc1ccc(S(=O)(=O)N2CCN(C(=O)CCC(=O)NCc3ccc(F)cc3)CC2)cc1	2%	-8%	14%	-6%[46.1 µM]	5	0	5	-1%	-1%	-1
COc1ccc(Cl)cc1S(=O)(=O)N(C)CC(=O)NCc1ccccn1	-3%	-3%	-8%	-9%	-4	-11	2	-4%	1%	-2
COc1ccccc1NC(=O)COC(=O)c1ccc2c(c1)nc(C)n2-c1ccccc1	-3%	-4%	-4%	-1%[46.1 µM]	-6	0	-1	-3%	?	-9
NC(=O)C1(c2ccccc2)OC1c1ccccc1 (stereo not given)	/	-9%	/	1%	7	-12	/	2%	12%	-9
CCCOP(=O)(c1ccccc1)c1ccccc1	2%	-3%	-3%	5%[46.1 µM]	31[activator]	5	1	4%	-1%	8
Cc1cccc(C(=O)Nc2ccc(N3CCN(c4ccc(C(F)(F)F)cn4)CC3)nc2)c1	1%	-4%	-1%	-1%	-7	0	-5	?	3%	36
Cc1cc(C)c(CSc2ncc(-c3ccc([N+](=O)[O-])cc3)[nH]2)c(C)c1	-1%	-4%	0%	-7%	-3	2	-8	?	-8%	-43
CCN(CC(=O)NC1CCCCC1)S(=O)(=O)c1ccc(Cl)cc1	0%	-7%	6%	-2%	7	3	0	3%	-4%	-8

Bioassay records from PubChem.
